KLF5 inhibitor: suppresses KLF5 promoter-driven expression. AID 1700. inhibition, % at 5 µM. 290,000 tested, 0.23% active. DLD-1 KLF5 promoter-luciferase reporter, luminescence;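 active = inhibition above a per-plate limit of that plate's mean compound inhibition plus 3 SD, cut at about 60% in these data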;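 also: 0% = DMSO wells and 100% = LY294002 at 200 µM; higher means less KLF5 promoter-driven luciferase light; inactives centre near -14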
HSF1 inh: HSF1 inhibition; NIH3T3-HGL HSE-luciferase, MG132-induced, luminescence 8 h; active compounds read low; activity change, negative = inhibition, % at 7.5 µM (by protocol); 300,000 tested, 0.77% active; AID 2098;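 active = more than half of replicate wells show activity change below -50%, luminescence cut by over half; inconclusive = some wells, but at most half, below -50%; inactive = no replicate well below -50%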;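 also: luciferase reports HSF-1 transcriptional activity via heat shock element; 0% = median of DMSO wells and -100% = zero luminescence signal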
PolyA inhibitor: blocks polyadenylation in yeast reporter cells | S. cerevisiae SKY197-pL101 polyadenylation reporter, beta-gal luminescence; efflux-impaired pdr1/pdr3 knockout yeast; score 100 = 6 SD above DMSO | calls only at 12 µM | 300,000 tested, 0.02% active | AID 1875;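 active = lowest replicate activity score at least 50, where 100 means six control SD above control mean; inconclusive = lowest score under 50 but half or more replicates reach 50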;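 also: yeast exposed to compound for 9 h at 30 °C; higher score means more reporter readthrough which indicates perturbed polyadenylation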
GSK3A inh: blocks human GSK-3 alpha kinase; P49840; ADP-Glo luminescence, 60 min; inhibition, % at 10 µM; 320,000 tested, 0.1% active; AID 2650;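 in the data active = inhibition above about 50%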;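 also: GST-tagged GSK-3 alpha with peptide substrate and 25 µM ATP; 0% = DMSO neutral wells and 100% = GW8510 positive control wells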
Target sequence (P49840 whole entry, looked up): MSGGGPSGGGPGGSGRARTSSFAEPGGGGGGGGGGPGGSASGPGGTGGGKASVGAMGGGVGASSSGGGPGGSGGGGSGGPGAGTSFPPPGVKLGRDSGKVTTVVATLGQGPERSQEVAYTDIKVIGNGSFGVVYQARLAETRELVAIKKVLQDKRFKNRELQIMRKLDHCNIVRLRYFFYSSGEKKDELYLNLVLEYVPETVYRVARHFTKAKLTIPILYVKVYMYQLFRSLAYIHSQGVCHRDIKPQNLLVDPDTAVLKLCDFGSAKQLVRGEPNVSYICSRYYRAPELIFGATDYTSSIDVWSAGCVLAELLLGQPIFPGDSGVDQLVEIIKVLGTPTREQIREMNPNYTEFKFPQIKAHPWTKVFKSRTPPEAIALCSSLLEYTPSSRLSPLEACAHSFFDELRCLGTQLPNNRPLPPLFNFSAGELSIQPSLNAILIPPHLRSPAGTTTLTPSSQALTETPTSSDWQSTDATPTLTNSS
IEC-6 tox: counter-screen for KLF5 inhibitors: cytotoxicity in IEC-6 cells; inhibition, % at 5 µM; AID 1825; IEC-6 cytotoxicity, luminescence viability; 290,000 tested, 0.78% active; in the data active = inhibition above about 22%;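 also: 0% = plate median of test compound wells and 100% = cytotoxic reference compound wells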
AI-2 QS mod: modulates the Vibrio harveyi AI-2 quorum sensing system | activity change, % at 7.5 µM | AID 2094 | 300,000 tested, 0.4% active | Vibrio harveyi JMH597 AI-2 luminescence/OD600 ratio, 9 h; active compounds read low; strain lacks LuxN and CqsS sensors; 0 = neutral-control median; in the data active = activity change below about -75%, passing the limit was not always enough; inconclusive = no clear call, values can overlap the other calls;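 also: luminescence divided by OD600 gain over 9 h not by final OD600 alone; inactives centre near 13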
HSF-1 act: increases HSF-1 driven luciferase reporter signal; NIH3T3-HGL HSF-1 luciferase reporter, MG132, 8 h; 100% = twice DMSO control signal; activation, % at 9 µM; 300,000 tested, 1.7% active; AID 504408;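 active = mean replicate activation of at least 50% with a set share of replicates each reaching 50%; inconclusive = only one of those two conditions met; inactive = mean below 50% and too few replicates reaching it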;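 also: 0% = median of the neutral control wells and 100% = twice that signal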
HSP90 refold inh: HSP90 refolding inhibition in rabbit reticulocyte lysate; luciferase refolding luminescence, 3 h; inhibition, % at 5.6 µM; 290,000 tested, 0.91% active; AID 1789;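 active = inhibition above the screen-wide mean plus 3 SD, computed separately per campaign, cut at about 16% in these data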;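 also: 0% = DMSO wells and 100% = 60 µM geldanamycin wells; inhibitors lower the luminescence because luciferase stays unfolded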
aSyn UTR inh: 5' untranslated region of α-synuclein, MLPCN primary screen; alpha-synuclein 5'UTR reporter, inhibitor activity; inhibition, % (tested at 7.5 µM); 300,000 tested, 0.82% active; AID 1813; in the data active = inhibition above about 60%; inconclusive = no clear call, values can overlap the other calls;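 also: H4 neuroglioblastoma cells stably carrying SNCA 5'UTR luciferase fusion; 0% = DMSO wells and 100% = positive control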
GSK3beta inhib: human GSK3beta kinase inhibition. P49841. 300,000 tested, 0.038% active. GST-GSK3beta kinase, ADP-Glo luminescence, 60 min; active compounds read low. activity score (negative = inhibition), % at 10 µM;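 active = more than half of replicate wells score below -50%, meaning over 50% inhibition versus plate controls; inconclusive = some replicates but at most half score below -50%; inactive = no replicate scores below -50%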;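 also: 0% = median DMSO wells and -100% = median GW8510 positive control wells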
Target sequence (P49841 whole entry, looked up): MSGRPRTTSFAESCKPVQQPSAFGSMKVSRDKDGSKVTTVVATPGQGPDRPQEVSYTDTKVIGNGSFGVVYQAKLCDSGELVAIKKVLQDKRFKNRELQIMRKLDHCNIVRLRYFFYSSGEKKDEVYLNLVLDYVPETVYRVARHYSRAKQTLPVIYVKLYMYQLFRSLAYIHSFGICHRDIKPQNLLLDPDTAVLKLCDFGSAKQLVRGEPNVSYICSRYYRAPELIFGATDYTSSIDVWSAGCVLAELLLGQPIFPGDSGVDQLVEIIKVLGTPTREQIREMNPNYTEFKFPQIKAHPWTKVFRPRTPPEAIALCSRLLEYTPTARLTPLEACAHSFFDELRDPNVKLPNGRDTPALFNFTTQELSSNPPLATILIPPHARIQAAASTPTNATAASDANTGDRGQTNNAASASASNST
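Assay system: GST-fused GSK3beta enzyme, cell-free / Medium: Tris pH 7.5 buffer with MgCl2, DTT, BSA, heparin / Also added: peptide substrate plus 25 µM ATP (final) / Compound: 10 µM single point / Timing: kinase reaction with compound 60 min at room temperature / Detection: ADP-Glo luminescence / Benchmarks: DMSO neutral wells and GW8510 at 20 µM as positive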
* marks the source's active call; other numbers are inactive results; i = inactive; ? = inconclusive; nt = not tested or not shown. Some of the compounds tested; count on the stated rates, not on these rows.

SMILES	KLF5 inhibitor	HSF1 inh	PolyA inhibitor	GSK3A inh	IEC-6 tox	AI-2 QS mod	HSF-1 act	HSP90 refold inh	aSyn UTR inh	GSK3beta inhib
Cn1c(-c2ccccc2)cnc1SCc1nc2ccccc2c(=O)[nH]1	-138	67	i	nt	6	14	104*	-2	-62	-2
Cc1cc([N+](=O)[O-])ccc1NC(=O)C[n+]1ccc(N(C)C)cc1	0	-4	i	-2	4	21	3	1	12	2
CCOC(=O)C1C(=O)CC(C)(O)C(C(=O)OCC)C1c1ccc([N+](=O)[O-])cc1 (stereo unspecified)	-6	-10	i	3	3	14	-17	2	0	-1
COc1cc(C(=O)O)ccc1OCC(=O)N1CCOCC1	-1	-5	i	1	2	7	0	0	7	1
CC(C)C1C(=O)NC(=S)N1S(=O)(=O)c1ccc(C(C)(C)C)cc1 (stereo unspecified)	1	-2	i	-8	2	40	-3	-1	8	5
Cc1occc1C(=O)Nc1sc2c(c1C(N)=O)CCC(C(C)(C)C)C2 (stereo unspecified)	-20	19	i	-1	-2	17	13	0	-31	2
CC1(C)Cc2c(cnn2-c2cccc(F)c2)C(NC(=O)CSc2ccccn2)C1 (stereo unspecified)	8	4	i	-1	-4	6	3	1	-12	-3
CSc1nc(N)c(C(=O)NC2CCCCC2)s1	-33	22	i	-6	-2	8	37	0	-53	-4
Cc1nn(CC(=O)NNC(=O)c2ccccc2F)c([N+](=O)[O-])c1Br	-4	-11	i	0	3	9	0	0	18	-2
CS(=O)(=O)N1CCC2(CC1)OCCN2S(=O)(=O)c1ccccc1	nt	-11	i	-1	nt	36	-5	nt	7	1

Single records, as listed above. Values in the order: KLF5 inhibitor | HSF1 inh | PolyA inhibitor | GSK3A inh | IEC-6 tox | AI-2 QS mod | HSF-1 act | HSP90 refold inh | aSyn UTR inh | GSK3beta inhib
Cc1cc([N+](=O)[O-])ccc1NC(=O)C[n+]1ccc(N(C)C)cc1 reads 0 | -4 | i | -2 | 4 | 21 | 3 | 1 | 12 | 2
Cc1nn(CC(=O)NNC(=O)c2ccccc2F)c([N+](=O)[O-])c1Br reads -4 | -11 | i | 0 | 3 | 9 | 0 | 0 | 18 | -2
Cc1occc1C(=O)Nc1sc2c(c1C(N)=O)CCC(C(C)(C)C)C2 (stereo unspecified) reads -20 | 19 | i | -1 | -2 | 17 | 13 | 0 | -31 | 2

Further compounds follow:
SMILES	KLF5 inhibitor	HSF1 inh	PolyA inhibitor	GSK3A inh	IEC-6 tox	AI-2 QS mod	HSF-1 act	HSP90 refold inh	aSyn UTR inh	GSK3beta inhib
CCOC(=O)c1ccc(NC(=O)N2CCN(c3cccc(OC)c3)CC2)cc1	-23	-1	i	1	5	-3	21	0	4	1
COc1ccc(CN2CCCC(C(=O)N3CCCC3)C2)cc1 (stereo unspecified)	17	-3	i	-2	-1	16	12	-2	7	-5
Cc1ccc(S(=O)(=O)N(C)C)cc1NC(=S)N1CCCCC1CO (stereo unspecified)	-24	-6	i	2	-5	13	-2	1	-5	2
CSc1nc2ccccc2c(=O)n1N	-13	3	i	2	-4	2	2	-3	-44	1
CCn1c(CNc2ccc(F)cc2)nnc1SCC(=O)Nc1ccc(OC)cc1	-22	1	i	2	-4	7	18	0	-9	4
CCCCc1nc2cc(C(=O)N3CCCC3)ccc2o1	-112	9	i	14	-3	31	40	-7	-90	0
Cc1ccc2nc(-c3cccc(Br)c3)cc(C(=O)NCC3CCCO3)c2c1 (stereo unspecified)	-13	-39	i	-1	-4	27	-54	-1	-7	-2
Cc1nc2sccn2c(=O)c1S(=O)(=O)NCc1ccccc1	-24	3	i	-1	6	10	-17	1	7	4
CCOC(=O)CCCNC(=O)CCNC(=O)c1ccc(OCC)cc1	3	-10	i	-1	4	16	8	-1	-2	1
O=C(N/N=C/c1ccncc1)c1ccc(NC(=O)c2cccc(Cl)c2)cc1	-5	9	i	0	10	11	14	5	14	0
COc1cc(/C=N/NC(=O)CCn2c3ccccc3c3ccccc32)cc(OC)c1OC	4	-4	i	nt	-2	1	7	1	20	0
Cc1cc(C)c(S(C)(=O)=O)c(S(=O)c2ccc(Cl)cc2)n1 (stereo unspecified)	-25	nt	i	0	-1	10	nt	2	-15	1
COc1ccc(OC)c(S(=O)(=O)N2CCN(Cc3ccccc3)CC2)c1	1	0	i	-1	4	34	-2	-6	9	-5
COc1ccc(-c2[nH]ncc2[C@@H]2C[C@H]3CN(Cc4ccccc4C)C(=O)[C@]34CCCN24)cc1	-20	9	i	1	4	9	11	10	21	0
O=C(c1cc2cc([N+](=O)[O-])ccc2oc1=O)N1CCOCC1	-8	3	i	0	-5	9	-7	-1	-6	1
O=C(N/N=C/c1c[nH]c2ccc(Br)cc12)C1CC1	-23	1	i	0	1	-6	-17	-4	24	-1
O=S(=O)(N/N=C/c1ccc(N2CCOCC2)cc1)c1ccccc1	-11	-4	i	-1	-5	-11	-10	2	-14	0
CC(Sc1ccccc1)C(=O)Nc1ccccc1C(=O)N1CCOCC1 (stereo unspecified)	-9	-3	i	-1	-5	-5	27	0	-43	0
c1ccc(-n2ncc3c(N4CCCC4)ncnc32)cc1	-117	4	i	2	-1	14	41	15	6	1
CCCN1CCN(CCCNC(=O)c2ccc3c(c2)NC(=O)c2ccccc2S3)CC1	-9	-3	i	1	1	16	-9	-5	29	0
Cc1cc(OC(C)C(=O)NCc2cccnc2)c2c(C)cc(=O)oc2c1 (stereo unspecified)	-19	-5	i	0	10	14	2	1	-6	1
CCO/C=C/C(O)(CNC(=O)c1ccc(C(C)(C)C)cc1)C(F)(F)F (stereo unspecified)	19	2	i	0	2	19	5	-6	-3	1
O=C(C1CCCN(S(=O)(=O)c2ccccc2)C1)N1CCN(c2ccccc2)CC1 (stereo unspecified)	-17	5	i	1	4	-13	1	-2	-14	1
NC(N)=N/N=C/c1ccc(OCc2ccc(Cl)cc2Cl)cc1	-1	9	i	-34	-1	150	23	1	22	-1
CCc1nc(N)c(C#N)c(-c2cccn2C)c1C	-16	-4	i	5	2	23	0	3	16	-3
COc1ccc(NC(=O)c2onc(C)c2Cl)cc1	-90	2	i	-2	2	15	26	0	-124	-1
CN(c1ccc(OCC(=O)O)cc1)S(=O)(=O)c1ccc2ccccc2c1	-24	-3	i	-3	-3	4	9	2	12	1
COC(=O)c1ccn(C(=O)c2ccc(Cl)cc2)n1	-7	4	i	-3	-1	11	-15	5	-21	-3
COC(=O)c1ccc(C2C3=C(Nc4nnnn42)c2ccccc2OC3)cc1 (stereo unspecified)	-3	10	i	-3	5	20	26	-1	-49	0
CC(CNS(=O)(=O)c1ccccc1)Sc1ncccn1 (stereo unspecified)	-9	3	i	1	-4	16	45	0	8	1

Some values from the entries so far:
COC(=O)c1ccc(C2C3=C(Nc4nnnn42)c2ccccc2OC3)cc1 (stereo unspecified) in HSF-1 act shows 26
CCc1nc(N)c(C#N)c(-c2cccn2C)c1C in KLF5 inhibitor shows -16
NC(N)=N/N=C/c1ccc(OCc2ccc(Cl)cc2Cl)cc1 in GSK3beta inhib shows -1
COC(=O)c1ccn(C(=O)c2ccc(Cl)cc2)n1 in GSK3beta inhib shows -3
COc1ccc(NC(=O)c2onc(C)c2Cl)cc1 in AI-2 QS mod shows 15

Remaining list, next part:
SMILES	KLF5 inhibitor	HSF1 inh	PolyA inhibitor	GSK3A inh	IEC-6 tox	AI-2 QS mod	HSF-1 act	HSP90 refold inh	aSyn UTR inh	GSK3beta inhib
O=C(O)c1ccc(Br)cn1	-31	3	i	4	2	19	-6	-1	3	0
CCOC(=O)c1c(NC(=O)CSc2n[nH]c(-c3ccco3)n2)sc(C)c1C	-16	11	i	-1	-2	7	3	-2	6	-2
O=C(CCC1CCCN(C(=O)C2=CCCCC2)C1)N1CCN(c2ccccn2)CC1 (stereo unspecified)	-25	-3	i	nt	-3	5	16	0	-3	-3
C=CCn1c(O)c(N=NC(=O)C(O)c2ccccc2)c2ccccc21 (stereo unspecified)	-1	3	i	16	1	15	-4	-2	10	-16
O=C(CSc1nnc(-c2cccnc2)n1Cc1ccco1)c1ccc(Cl)cc1	12	13	i	-2	2	2	22	-1	19	-4
COc1ccc(N/N=C(\C#N)C(=N)SCc2ccccc2)cc1	-2	-6	i	nt	0	23	4	7	-4	-1
CC(=O)NC1(c2ccc(F)cc2)CCN(C(=O)c2c(F)cccc2F)CC1	-10	-5	i	-4	-1	11	-2	-4	8	-1
CC(C)COc1ccc(C(=O)OCCN2CCCCC2)cc1	-8	8	i	-1	2	14	6	0	0	0
COc1cc(/C=N/NC(=O)c2ccc3ccccc3c2)ccc1Oc1ccc([N+](=O)[O-])cn1	-9	-4	i	0	4	7	-9	-3	-3	1
CC(C)n1nnnc1-c1cc(Cl)cc(Cl)c1	-27	4	i	-2	-4	nt	13	-2	19	nt
O=[N+]([O-])c1ccc(OS(=O)(=O)Cc2ccccc2)cc1	-17	-2	i	1	-1	10	2	0	-3	4
CCc1ccc(C(=O)NNC(=O)CCc2nc3ccccc3c(=O)[nH]2)cc1	nt	-8	i	nt	nt	27	-15	nt	6	-4
CN(CC(=O)Nc1ccccc1C(F)(F)F)C(=O)CCc1nc2sc3c(c2c(=O)[nH]1)CCCC3	-15	-1	i	1	-4	40	7	-3	19	4
COc1cccc(CNCc2cc(OC)cc(OC)c2)c1	-23	-3	i	-7	3	-1	-2	2	4	0
C=CCSc1nc2c(cnn2-c2ccccc2)c(=O)n1N	-150	3	i	1	0	37	17	6	74*	2
CC(C)CCOc1ccc(C2=NNC(=O)CC2)cc1	-1	nt	i	-2	-3	-63	nt	-6	-37	0
CC1CCCN(Cc2nc3c(c(=O)n(C)c(=O)n3C)n2CCCc2ccccc2)C1 (stereo unspecified)	-4	1	i	0	3	13	5	3	11	1
O=C(NNC(=S)NCCc1ccccc1)c1ccc(Br)s1	-18	32	i	-5	1	13	?	-2	-31	4
CCOC(=O)N1CCC(N2CCCC(C(=O)c3ccccc3OC)C2)CC1 (stereo unspecified)	-42	5	i	-1	-2	12	-5	0	9	-2

Bioassay records: PubChem, several laboratories
